# NF-kB neuron act: NF-kB expression increase, human neuronal cells; AID 1239; 190,000 tested, 1.6% active; fold change at 12.5 µM; NF-kB reporter expression; hits give high values; in the data active = fold change above about 3.3
# STAT1 inh: STAT1 signaling inhibition; NIH 3T3 STAT1-luciferase reporter, IFN-gamma, luminescence; inhibition, % at 5.5 µM; AID 920; 200,000 tested, 0.35% active;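 active = inhibition above a set limit, the mean inhibition across all tested compounds plus 3 SD, cut at about 34% in these data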;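 note: 0% = IFN-gamma with DMSO and 100% = IFN-gamma with 300 µM nifuroxazide; values of inactives mirror those of a sister screen read the other way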
# STAT1 act: activators of IFN-gamma induced STAT1 signaling | 200,000 tested, 2.6% active | NIH 3T3 STAT1-luciferase reporter, luminescence; 100% = IFN-gamma alone, no compound | activation (% of control), % at 5.5 µM;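 active = activation above the screen-wide mean activation plus 3 SD, cut at about 130% in these data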;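 note: raw ratio to IFN-gamma control signal so 100% means no change and 0% no light; values of inactives mirror those of a sister screen read the other way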
# STAT3 activator: activators of IL-6 induced STAT3 signaling | 190,000 tested, 0.91% active | U3A cells, IL-6 STAT3-luciferase reporter, luminescence; 100% = signal with IL-6 EC80 alone | activation (% of control), % at 5.6 µM;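 active = activation above the screen-wide mean of compound activation plus 3 SD, cut at about 130% in these data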;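 note: 0% = background luminescence of wells with medium and substrate only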
#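 Test system: STAT3-luciferase reporter U3A cells; Detection: reporter luminescence signal; Times: 1 h compound pre-exposure, 6 h IL-6 stimulation, 37 °C; Benchmarks: IL-6-only high control; Also added: IL-6 stimulus at 33 ng/mL final.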
# Efa HMGR inh: inhibitors of class II HMG-CoA reductase from Enterococcus faecalis. purified E. faecalis HMGR, NADPH absorbance 340 nm kinetic. inhibition, % at 10 µM. 190,000 tested, 0.41% active;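 active = inhibition above a set limit, the median over all tested compounds plus 3 SD, cut at about 9.5% in these data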;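 note: enzyme runs in reverse so mevalonate oxidation gives rising NADPH absorbance; 0% = complete reaction with DMSO and 100% = background rate lacking mevalonate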
# Hsp70 act: switches on Hsp70 transcription; HeLa Hsp70 promoter luciferase reporter, luminescence; scaled: vehicle 0, proteasome-inhibitor control 100%; activation, % at 10 µM; 200,000 tested, 0.04% active;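 active = activation above the mean across all tested compounds plus 3 SD, cutoff set per campaign, cut at about 5.5% in these data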;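 note: 100% = MG132 at 30 µM as the positive control and 0% = DMSO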
# DTT redox prof: compounds producing H2O2 with reducing agent – biochemical, NIH compound library profiling, artefact control for MLSCN library redox annotation, primary screen | 200,000 tested, 0.03% active | activation, % at 10 µM | DTT-dependent redox cycling H2O2, phenol red/HRP absorbance; 100% = 100 µM peroxide control, 0% = buffer;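 active = activation of at least 50% relative to the plate's high and low controls in the primary single-dose screen; inactive = activation below 50%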;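 note: compound incubated with DTT at 0.8 mM final as the reducing agent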
# APP 5'UTR act: APP 5'UTR luciferase reporter activation. SH-SY5Y APP 5'UTR luciferase reporter, luminescence; zero percent = DMSO vehicle wells. 190,000 tested, 1% active. activation, % at 2 µM;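 active = activation above a set limit, based on mean plus 3 SD of controls, cut at about 140% in these data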; note: values of inactives mirror those of a sister screen read the other way
# STAT3 blocker: inhibitors of IL-6 induced STAT3 signaling; U3A cells, IL-6 STAT3-luciferase reporter, luminescence; host cell line lacks STAT1; inhibition, % at 5.5 µM; 190,000 tested, 0.89% active;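 active = inhibition above the mean inhibition across all screened compounds plus 3 SD, cut at about 44% in these data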;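 note: 0% = DMSO only wells and 100% = 100 µM nifuroxazide control wells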
# TLR4 MyD88 comp: TLR4-MyD88 interaction inhibition in cells | AID 861 | 200,000 tested, 0.18% active | inhibition, % at 8.4 µM | O00206+Q99836 | HeLa CL3-4 TLR4/MyD88 BLA complementation, FRET ratio; in the data active = inhibition above about 25%;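 note: 0% = vehicle and 100% = reference inhibitor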
# Target sequence (O00206 whole entry, looked up): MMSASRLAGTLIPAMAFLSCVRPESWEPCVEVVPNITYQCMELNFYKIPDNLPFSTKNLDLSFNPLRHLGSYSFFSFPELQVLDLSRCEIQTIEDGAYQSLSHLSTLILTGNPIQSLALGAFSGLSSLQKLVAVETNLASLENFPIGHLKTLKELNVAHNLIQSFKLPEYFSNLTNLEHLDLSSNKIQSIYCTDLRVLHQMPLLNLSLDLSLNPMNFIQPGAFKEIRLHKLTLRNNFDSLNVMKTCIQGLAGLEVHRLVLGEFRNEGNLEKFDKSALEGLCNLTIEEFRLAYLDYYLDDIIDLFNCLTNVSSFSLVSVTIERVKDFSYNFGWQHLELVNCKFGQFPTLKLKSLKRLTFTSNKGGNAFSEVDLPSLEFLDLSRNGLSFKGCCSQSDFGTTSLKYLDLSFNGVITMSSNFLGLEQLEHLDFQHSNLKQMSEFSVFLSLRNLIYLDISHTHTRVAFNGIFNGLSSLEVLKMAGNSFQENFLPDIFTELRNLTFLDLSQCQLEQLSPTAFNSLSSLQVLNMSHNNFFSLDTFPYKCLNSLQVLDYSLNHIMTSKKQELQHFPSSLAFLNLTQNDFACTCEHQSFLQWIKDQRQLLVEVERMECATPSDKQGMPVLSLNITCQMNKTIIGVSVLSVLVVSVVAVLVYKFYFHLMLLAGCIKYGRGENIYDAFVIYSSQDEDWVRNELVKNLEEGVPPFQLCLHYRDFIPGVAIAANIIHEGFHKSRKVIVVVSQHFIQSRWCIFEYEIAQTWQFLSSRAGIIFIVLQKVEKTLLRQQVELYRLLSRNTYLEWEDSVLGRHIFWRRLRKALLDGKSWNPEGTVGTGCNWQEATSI
# Target sequence (Q99836 whole entry, looked up): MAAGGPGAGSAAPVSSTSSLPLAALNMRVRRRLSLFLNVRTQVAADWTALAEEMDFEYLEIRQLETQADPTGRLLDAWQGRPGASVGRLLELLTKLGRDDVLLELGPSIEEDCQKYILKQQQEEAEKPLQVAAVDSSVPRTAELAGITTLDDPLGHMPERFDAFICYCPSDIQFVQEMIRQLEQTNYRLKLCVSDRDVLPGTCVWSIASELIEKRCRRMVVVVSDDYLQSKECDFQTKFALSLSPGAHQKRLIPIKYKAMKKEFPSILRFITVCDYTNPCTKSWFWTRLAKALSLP
# * hit, by the source's call; · = not tested or not shown.
Molecule	NF-kB neuron act	STAT1 inh	STAT1 act	STAT3 activator	Efa HMGR inh	Hsp70 act	DTT redox prof	APP 5'UTR act	STAT3 blocker	TLR4 MyD88 comp
CCOC(=O)C1=C(CSc2nc3ccccc3s2)NC(=O)NC1c1cc(C)ccc1C (configuration not stated)	0.9	2	98	107	-6	-0.1	-3.7	13	-4	-1
N#Cc1ccc(-c2ccc(Cl)cc2)nc1SCC(=O)c1cccc(Cl)c1	0.98	-2	102	96	-2	-0.4	0.3	-6	5	3
COc1ccc(Nc2nc(Cl)nc(NCc3ccco3)n2)cc1	1.2	-4	104	105	0	0.1	-6.8	4	-2	13
CCOC(=O)Nc1ccc(C)cc1NC(=O)OCC	0.94	3	98	103	-3	-0.4	-3.0	8	1	-2
CCOC(=O)c1c(C)oc2ccc(OCC(=O)N(CC)CC)cc12	1	7	94	81	4	-0.5	1.8	-6	27	-1
COc1ccc(C(CC(=O)O)NC(=O)COc2ccccc2)cc1OC (configuration not stated)	0.98	0	100	96	2	-0.1	1.6	-8	11	-5
CCC(=O)/C=C1\Sc2ccc(OC)cc2N1CCO	1.2	2	98	86	-2	0.0	0.7	-13	19	-7
COc1cccc(C(=O)Oc2cc3c4c(c2)C(C)=CC(C)(C)N4C(=O)C3=O)c1	2.7	8	93	91	-7	-0.2	1.1	4	16	-17
CS(=O)(=O)N(Cc1ccc(Cl)cc1)c1ccc(C(=O)NCCC2=CCCCC2)cc1	1	4	97	103	-1	-0.5	0.5	4	2	6
C/C(=N\N=C(c1ccccc1)c1ccccc1)c1cccs1	1.3	-2	102	113	0	0.1	-4.0	2	-7	11
O=C(N/N=C/c1ccccn1)c1ccc(NC(=O)c2cccc([N+](=O)[O-])c2)cc1	0.61	-4	102	90	0	-0.3	-0.7	26	16	-7
c1ccc(-c2nnc(CSc3nnc(-c4ccncc4)n3Cc3ccco3)o2)cc1	1.3	6	95	94	-4	-0.3	2.4	13	7	2
Cc1noc(C)c1CCC(=O)N1CCCC(CCC(=O)NCc2ccccc2F)C1 (configuration not stated)	1	3	97	98	-2	-0.3	-0.2	0	8	5
CCC1CCCN1Cn1cnc2c([nH]c3ccccc32)c1=O (configuration not stated)	1.2	-10	109	99	2	-0.1	2.0	-15	5	0
O=C(CCn1c(=O)oc2ccccc21)NCc1cccs1	1.2	3	98	106	13*	-0.2	-0.6	10	-3	12
O=C(CCN1C(=O)c2ccccc2C1=O)N1CCC(c2ccccc2)C1 (configuration not stated)	1.6	-7	106	105	-2	-0.2	2.9	2	-2	-11
C/C(=N/N1CCN(Cc2cccc3ccccc23)CC1)c1cccnc1	1.2	0	98	96	-1	-0.1	-0.6	4	10	1
O=S(=O)(c1ccc(Oc2ccccc2)cc1)N1CCOCC1	0.93	-3	103	100	2	-0.4	-0.5	6	4	4
COc1ccc(C(=O)OCCN=C2NS(=O)(=O)c3ccccc32)cc1OC	0.93	7	93	95	-4	0.1	0.3	6	9	4
CC(C)CC(C(=O)NCc1ccccn1)N1C(=O)c2ccccc2C1=O (configuration not stated)	1.3	3	97	103	0	0.1	2.4	10	3	-3
CCOC(=O)C(CC)Sc1ccc2nnc(-c3cccnc3)n2n1 (configuration not stated)	1.6	-1	100	107	-3	-0.2	0.1	13	-7	5
COc1ccc(C2CC(c3ccccc3)=NN2C(=O)COC(=O)c2cnc(Cl)c(Cl)c2)cc1 (configuration not stated)	1	-20	118	107	-2	-0.4	-0.4	-7	-10	-1
CCO[C@@H]1OC(C(=O)Nc2ccccc2)=C[C@H](c2coc3ccccc3c2=O)[C@H]1CCCO	1.2	-1	102	·	-4	-0.3	-1.6	-4	·	-3
O=C(C1=C(O)C(=O)N(c2ncccn2)C1c1cccs1)c1ccco1 (configuration not stated)	1.1	9	92	134*	1	0.0	-3.2	-14	-39	-1
CC(=O)N1CCc2c(sc(NC(=O)c3ccc(S(=O)(=O)N(C)C)cc3)c2C#N)C1	·	-3	103	95	·	-0.3	-0.4	-4	11	5

# Part of the list above, with each value named.
N#Cc1ccc(-c2ccc(Cl)cc2)nc1SCC(=O)c1cccc(Cl)c1
  NF-kB neuron act: 0.98
  STAT1 inh: -2
  STAT1 act: 102
  STAT3 activator: 96
  Efa HMGR inh: -2
  Hsp70 act: -0.4
  DTT redox prof: 0.3
  APP 5'UTR act: -6
  STAT3 blocker: 5
  TLR4 MyD88 comp: 3

COc1ccc(Nc2nc(Cl)nc(NCc3ccco3)n2)cc1
  NF-kB neuron act: 1.2
  STAT1 inh: -4
  STAT1 act: 104
  STAT3 activator: 105
  Efa HMGR inh: 0
  Hsp70 act: 0.1
  DTT redox prof: -6.8
  APP 5'UTR act: 4
  STAT3 blocker: -2
  TLR4 MyD88 comp: 13

# (continued)
Molecule	NF-kB neuron act	STAT1 inh	STAT1 act	STAT3 activator	Efa HMGR inh	Hsp70 act	DTT redox prof	APP 5'UTR act	STAT3 blocker	TLR4 MyD88 comp
O=C(CC(Nc1ccccc1Cl)C(=O)OCC(=O)c1cccs1)c1ccccc1 (configuration not stated)	0.48	-26	124	92	0	0.4	0.3	73	16	-6
NS(=O)(=O)c1ccc(NC(=S)N2CCN(S(=O)(=O)c3ccc(F)cc3)CC2)cc1	1	9	92	102	0	-0.3	-0.1	-17	0	5
CCn1cc(C(=O)N2CCCC2)c(=O)c2cc(S(=O)(=O)N(C)C)ccc21	1	0	100	95	-5	0.0	-0.5	9	15	-7
CC1CCCCN1C(=O)CSc1nnc(Cc2ccccc2)n1C (configuration not stated)	0.91	4	96	99	-3	0.0	0.6	10	4	6
COc1cccc(NC(=O)CSc2nc3c(c(=O)n2C)SC(C)C3)c1 (configuration not stated)	0.89	5	93	99	0	-0.4	0.2	1	0	15
CC[n+]1c(/C=C2/C=C(C)CC(C)(C)C2)sc2ccc(OC)cc21	0.95	26	76	54	-8	-0.3	3.2	0	58*	7
COC(=O)CCc1c(C)c(C(=O)c2ccco2)c2ccccn12	1.1	2	98	104	-4	-0.2	1.4	2	0	10
Cn1c(SCc2nnc(-c3ccccc3)o2)nc2ccccc21	1.7	-8	105	94	-4	-0.3	0.0	14	9	-5
Cc1cc(SC#N)cc(C)c1NC(=O)CCl	1.3	10	91	105	-3	-0.1	0.2	-23	-6	13
COc1ccc(S(=O)(=O)N2CCC(N3CCN(Cc4ccccc4)CC3)CC2)cc1	1.1	-6	104	97	-4	-0.2	-0.1	-22	12	-8
CCN(CC)S(=O)(=O)c1ccc(NC(=O)CN(c2ccc(OC)cc2OC)S(C)(=O)=O)cc1	0.82	-7	106	102	-2	-0.1	0.4	13	0	4
Cc1ccc2[nH]c(=O)c(COC(=O)C3CCCO3)cc2c1 (configuration not stated)	1	6	94	93	-3	-0.1	-3.2	-2	12	-9
Cc1ccc(C(=O)OCC(=O)Nc2ncc(C(F)(F)F)cc2Cl)cc1NC(=O)c1ccco1	1.3	6	94	97	4	-0.5	0.2	-7	11	11
Cc1ccc(N(CC(=O)Nc2ccc(F)cc2)S(=O)(=O)N2CCCC2)cc1	0.91	5	96	104	-1	-0.2	2.2	16	-1	-10
Cc1ccc(S(=O)(=O)N2CCN(C)CC2)cc1[N+](=O)[O-]	1.1	5	95	115	5	-0.1	2.0	2	-5	14
CC(C)n1c(N2CCN(C(=O)Nc3ccc(F)cc3F)CC2)nc2ccccc21	1.2	-5	104	87	-4	0.3	1.4	-2	20	-5
Cc1ccc(-n2c(=O)c3c(C)c(C)sc3n(Cc3cc(=O)n4ccccc4n3)c2=O)cc1C	1.1	6	95	100	-4	0.0	-0.2	1	-2	-5
COc1cc(/C=N/N(C)c2ccccc2)cc(Cl)c1O	1.7	3	97	97	1	0.1	-0.6	29	10	-10
CC(=O)N1CCCc2cc(S(=O)(=O)NCCC3=CCCCC3)ccc21	0.84	6	93	93	-2	-0.4	0.1	8	13	-10
O=C(c1ccc(Br)cc1)N1CCCC(c2nc(-c3cccs3)no2)C1 (configuration not stated)	0.9	3	95	104	-4	0.1	-0.6	22	-3	7
c1coc(Cn2c(-c3ccco3)nc3ccccc32)c1	1.3	-7	106	106	3	-0.3	3.8	14	2	-3
O=C(CSc1ncccn1)NCc1ccccc1	1.1	-14	113	101	0	-0.4	2.3	-12	2	-3
CC1CC(=O)N(Cc2ccccc2)c2ccccc2N1C=O (configuration not stated)	1.6	3	96	99	-4	-0.3	-0.1	30	5	2
C/[N+]([O-])=C\c1ccc([N+](=O)[O-])o1	0.83	0	99	97	11*	-0.2	0.5	-2	9	-11
COCCCN1C(=O)CC(C(=O)OC)=C1C	0.27	1	99	98	-1	0.0	-0.9	-4	11	0
CCOc1ccccc1-n1c(SCC(=O)N(CC)CC)nnc1-c1ccccn1	1.3	-3	103	105	0	-0.1	2.2	-6	4	5
O=C(c1ccc(-c2nnc(Nc3cccc(Cl)c3)c3ccccc23)cc1)N1C[C@H]2C[C@H](C1)c1cccc(=O)n1C2	0.38	2	98	106	-1	-0.5	-3.7	5	-3	-10
Cc1ccc(S(=O)(=O)NN2C(=O)c3ccccc3NC2c2ccccc2)cc1 (configuration not stated)	1.1	4	96	99	-10	-0.4	-0.4	8	1	5
O=C(N/N=C/c1cccnc1)c1ccc(CN2c3cccc4cccc(c34)S2(=O)=O)cc1	1.1	-1	101	101	5	-0.1	-0.7	-1	7	-4
CCn1c(SCC(=O)NCc2ccco2)nc2cccnc21	1	4	97	98	2	-0.1	-1.8	9	6	9
COCCNC(=O)Cc1ccc(Br)cc1	1.1	7	94	75	-1	-0.2	-2.6	-19	35	12
Cc1nc(-c2coc3cc(OCC(=O)O)ccc3c2=O)cs1	0.84	23	79	74	2	-0.3	-2.3	0	38	-9
Cc1[nH]c2ccccc2c1SCC(=O)N1CCCCCC1	1.4	3	98	96	1	-0.3	7.1	6	7	2
Cc1cc(C)c(S(=O)(=O)N2CCN(C)CC2)c(C)c1	1	0	100	96	1	0.1	1.9	17	8	2
O=C(CSc1ccc(-c2ccccn2)nn1)c1ccccc1	1.6	-27	123	102	0	0.1	-0.9	39	3	-2
COc1ccc(-c2ccc(SCC(=O)Nc3nccs3)nn2)cc1OC	1.2	-9	109	135*	-12	-0.3	-0.2	23	-42	-2
Cc1ccc(NC(=O)CN2CCCCCC2)cc1[N+](=O)[O-]	1.3	-21	117	109	-10	-0.5	-0.2	20	-10	-10
CCOC(=O)c1cccc(NC(=O)CCc2nc(-c3ccc(C)cc3)no2)c1	1.1	-5	105	98	-7	-0.2	0.1	-11	4	-4
Cn1c(SCC(=O)NCc2cccs2)nnc1-c1ccco1	1.1	0	107	95	-1	-0.3	-0.7	26	9	-2
CCc1ccc(OCCOCC(O)CN(CCO)CCO)cc1 (configuration not stated)	1.1	5	96	100	-5	-0.2	-0.6	-13	-3	-19
O=C(CSc1ccc(-c2ccccc2)nn1)c1cccs1	2	-24	123	103	-2	-0.2	0.4	29	-5	4
c1ccc(-c2nn3nnnc3c3ccccc23)cc1	1.3	-3	103	108	-4	0.3	0.9	-2	-6	4
CC(C)OC(=O)C1=C(N)N2C(=O)CSC2=C(C(=O)OC(C)C)C1	1.1	-3	103	96	0	-0.1	2.2	5	8	-2

# Screening data from PubChem BioAssay.
